# MmCpn inh = Inhibitors of TCP-1 ring complex (TRiC) of Methanococcus maripaludis (MmCpn): qHTS. 330,000 tested, 0.031% active. purified Mm-Cpn ATPase, ADP Transcreener TR-FRET. Potency, µM (series often up to 76.9 µM), for the others: top-dose activity, negative = inhibition, most hits filed as inhibitors. Chaperonin Mm-Cpn (Methanococcus maripaludis); further: potency means the concentration at half of the fitted maximal effect; on the % scale 0 is the no-effect control and ±100 the full control effect; nearly all actives have a fitted effect of over 80% in size
#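 Quantitative HTS used 25 nM Mm-CPN and 10 uM ATP in magnesium/KCl Tris buffer, pH 7.4, with 1 mM DTT. Hydrolysis ran 30 min at 37°C; ADP was read by HTRF.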
# PTHR1 ag = qHTS for PTHR1 Agonists: Primary Screen | Parathyroid hormone/parathyroid hormone-related peptide receptor (Homo sapiens), Q03431 | HEK293 GP2 PTHR1 cells, GloSensor cAMP luminescence, 1 h | Potency, µM (highest dose often 115 µM), for inactives: at the highest dose activation, most hits filed as activators | 410,000 tested, 0.075% active | AID 743266, 2014; further: potency means the concentration at half of the fitted maximal effect; nearly all actives have a fitted effect of over 55% in size; some results filed as inactive show a strong effect at the top dose; inactives centre near -15; many of its hits are not listed in these tables
# Target sequence (Q03431 whole entry, looked up): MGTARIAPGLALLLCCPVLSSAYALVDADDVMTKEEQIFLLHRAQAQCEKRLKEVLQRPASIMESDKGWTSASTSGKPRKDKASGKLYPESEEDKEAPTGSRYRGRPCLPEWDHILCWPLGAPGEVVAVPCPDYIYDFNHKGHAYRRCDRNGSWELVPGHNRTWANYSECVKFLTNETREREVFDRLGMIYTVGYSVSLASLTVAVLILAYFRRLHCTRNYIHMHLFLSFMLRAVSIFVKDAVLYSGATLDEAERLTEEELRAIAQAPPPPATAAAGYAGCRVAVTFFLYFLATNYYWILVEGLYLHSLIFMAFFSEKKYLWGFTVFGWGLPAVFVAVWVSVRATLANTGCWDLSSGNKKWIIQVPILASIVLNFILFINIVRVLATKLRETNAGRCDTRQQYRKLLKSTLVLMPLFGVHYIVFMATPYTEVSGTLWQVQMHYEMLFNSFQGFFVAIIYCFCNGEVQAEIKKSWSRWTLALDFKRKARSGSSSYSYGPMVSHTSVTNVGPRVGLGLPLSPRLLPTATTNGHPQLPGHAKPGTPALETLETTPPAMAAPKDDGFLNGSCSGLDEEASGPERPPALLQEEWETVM
#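 HEK-293-derived GP2 cells expressing PTHR1 and a GloSensor cAMP reporter, 3,000/well, plated overnight, given luciferin plus IBMX (each 0.5 mM as added) for 1 h at 37 °C, then compound for 1 h at 37 °C. Luminescence was read after 15 min at room temperature.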
# DRD3 agonist = qHTS of D3 Dopamine Receptor Agonist: qHTS | D(3) dopamine receptor (Homo sapiens), P35462 | D3R DiscoveRx beta-arrestin cells, luminescence, 90 min | max activation, % | 410,000 tested, 0.58% active | AID 652048, 2013; in the data active means max activation above about 30%; further: 0% is about no effect; mostly tested at two doses, the higher about 12 µM
# Target sequence (P35462 whole entry, looked up): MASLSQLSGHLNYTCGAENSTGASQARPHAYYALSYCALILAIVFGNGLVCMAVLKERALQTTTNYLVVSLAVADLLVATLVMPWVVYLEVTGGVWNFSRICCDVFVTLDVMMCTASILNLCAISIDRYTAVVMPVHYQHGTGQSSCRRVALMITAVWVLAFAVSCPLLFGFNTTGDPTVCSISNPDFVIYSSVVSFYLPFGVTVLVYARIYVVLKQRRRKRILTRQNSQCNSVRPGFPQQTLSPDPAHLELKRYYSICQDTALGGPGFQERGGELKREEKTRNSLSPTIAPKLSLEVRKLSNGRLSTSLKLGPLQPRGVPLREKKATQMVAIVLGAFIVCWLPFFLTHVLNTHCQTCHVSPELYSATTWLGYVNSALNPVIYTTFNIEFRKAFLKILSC
#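 Agonist-mode cell screen: cells plated at 1500/well and incubated overnight at 37 °C, then exposed to library compounds for 90 min at 37 °C. Detection reagent was added for 30–60 min at room temperature, and luminescence was read.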
# EPAC2 antagonist = qHTS for Antagonist of cAMP-regulated guanine nucleotide exchange factor 2 (EPAC2): primary screen; Rap guanine nucleotide exchange factor 4 (Homo sapiens), Q8WZA2; EPAC2 GEF exchange of Rap1B-BODIPY-GDP, fluorescence; Potency, µM (doses to about 114 µM), without a hit: top-dose activity, negative = inhibition, hits mostly inhibitors; 360,000 tested, 0.18% active; AID 720708, 2013; further: potency means the concentration at half of the fitted maximal effect; on the % scale 0 is the no-effect control and ±100 the full control effect; nearly all actives have a fitted effect of over 45% in size; many of its hits are not listed in these tables
# EPAC2 ag = qHTS for Agonist of cAMP-regulated guanine nucleotide exchange factor 4 (EPAC2): primary screen. 360,000 tested, 0.079% active. Potency, µM (highest dose often 154 µM), for the others: top-dose activation, usual class: activators. AID 720711, 2013. Rap guanine nucleotide exchange factor 4 (Homo sapiens), Q8WZA2. EPAC2 activation, biochemical qHTS; response scale: 100% = 6.5 mM cAMP response; further: potency means the concentration at half of the fitted maximal effect; nearly all actives have a fitted effect of over 50% in size
#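 Fluorescence exchange assay: 100 nM EPAC2 with 250 nM RAP1B-BODIPY-GDP and 50 uM GDP; compounds tested as a concentration-titration series (qHTS). Loss of Rap1-bound BODIPY-GDP fluorescence read at 480/540 nm; data normalized to 6.5 mM cAMP.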
# DRD3 antagonist = qHTS of D3 Dopamine Receptor Antagonist: qHTS; 360,000 tested, 2.5% active; D3R cells, DiscoveRx beta-arrestin luminescence, antagonist mode; stronger effect = lower value; D(3) dopamine receptor (Homo sapiens), P35462; max response, negative = inhibition, %; in the data active means max response below about -50%; inconclusive means no clear call, values can overlap the other calls; further: on the % scale 0 is the no-effect control and ±100 the full control effect; mostly tested at two doses, the higher about 12 µM
#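 Cells plated overnight at 1500 cells/well, then exposed to library compounds with dopamine controls for 90 minutes at 37 degrees C. DiscoveRx reagent added for 30–60 minutes at room temperature; luminescence read, quantitative HTS format.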
# CCT chaperon mod = High-Throughput Screening for Modulators of Cytosolic Chaperonin Activity | purified chaperonin ATPase assay, HTRF ADP detection, 30 min | 360,000 tested, 0.3% active | activity change, % (test concentration not listed), hits read low; in the data active means activity change below about -30%; further: on the % scale 0 is the no-effect control and ±100 the full control effect
#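 First, chaperonin was dispensed at 40 nM or 20 nM final depending on batch activity. Next, compounds were pinned at 76 uM and ATP added at 10 uM. After 30 min at 37 °C, ADP detection reagents ran 30 min at ambient temperature.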
# Akt phos inh = HTS Assay for Inhibitors of Akt Phophorylation: Primary Screen. Neuro2A IGF-stimulated pAkt S473 HTRF, 20 min; stronger effect = lower value. activity change, % for hits at 50 µM. 360,000 tested, 0.32% active. AID 651550, 2012; in the data active means activity change below about -80%; inconclusive means mostly about -51% to -80%; further: on the % scale 0 is the no-effect control and ±100 the full control effect
#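 Neuro2A cells in DMEM with 0.5% FBS, overnight at 37 deg C, given compound at single 50 µM final, then IGF (6 nM final) for 20 min at 37 deg C. Lysed; phospho-Akt Ser473 by HTRF after 24 h, 665/615 ratio.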
# * hit, by the source's call; i = inactive; ? = inconclusive; nt = not tested or not shown; [ ] = dose if it differs, or a comment. Unless noted, the call rests on the fitted dose curve; in most records, active means well fitted curve in the direction sought with a large enough effect; inconclusive means small, poorly fitted or top-dose-only effect, or another doubt; inactive means no such curve, though single readings can be large; an effect the other way counts as inactive or inconclusive. Some of the compounds tested; count on the stated rates, not on these rows.
SMILES,MmCpn inh,PTHR1 ag,DRD3 agonist,EPAC2 antagonist,EPAC2 ag,DRD3 antagonist,CCT chaperon mod,Akt phos inh
CCOc1ccc(CNc2nnnn2C)cc1,0%,-15%,-6,-11%,3%,11,-1.7,i
CC(C)Oc1ccc(CNC(=O)c2cc(S(=O)(=O)N3CCOCC3)cn2C)cc1,1%,-5%,2,-9%,3%,10,-3.2,i
COc1cccc(-c2cnc3c(NC(C)=O)cc(-c4cc(F)ccc4OC)cn23)c1,nt,i,-9,10%,8%,-14,0.3,i
O=C(O)c1c2c(nc3ccc(Cl)cc13)CCC2,0%,i,2,-2%,10%,15,-3.2,i
COc1cc(/C=C2/SC(=O)NC2=O)ccc1OC(=O)c1ccco1,-6%,i,-1,-2%,-5%,-20,-2.0,i
CCOCCCNC(=O)c1cc(-c2ccc(Br)s2)nc2ccccc12,?,i,6,0%,-8%,3,-5.9,i
Cc1ccc(C(=O)Nc2ccc(CN3CCS(=O)(=O)CC3)cc2)cc1C,-1%,-48%[inhibitor],6,-1%,-4%,20,0.0,i
CC1=C(C)C(c2ccccc2)NC(=S)N1 (stereo not drawn),2%,i,5,15%,4%,9,0.2,i
CC(C)n1cnc2c(NCc3ccc(S(N)(=O)=O)cc3)nc(NCc3ccc(S(N)(=O)=O)cc3)nc21,-17%,i,3,16%,7%,25,-0.3,i
O=C(NCc1ccc2c(c1)OCO2)c1cc(-c2ccc(Cl)cc2Cl)on1,-1%,-2%[57.5 µM],-8,-6%,6%,5,-1.1,i
N#Cc1c(N)nc(-c2ccccc2)nc1-c1ccccc1,-1%,i,11,-1%,5%,7,0.0,i
COc1cccc(OC2(C)CCN(Cc3cccn3-c3nccs3)C2)c1 (stereo not drawn),nt,1%,-11,11%,15%,-15,-1.9,i
CCOc1ccccc1N1CC(C(=O)N(CC)C2CCS(=O)(=O)C2)CC1=O (stereo not drawn),0%,24%,-1,6%,1%,-12,0.5,i
CCC(c1nc2ccccc2c(=O)n1-c1cccnc1)N1C(=O)c2ccccc2C1=O (stereo not drawn),1%,-5%[57.5 µM],1,3%,-6%,7,-0.9,i
Brc1ccccc1CN1CCN(Cc2c[nH]c3ccccc23)CC1,nt,i,-14,-9%,4%,-80*,2.1,i
O=C(NNC(=O)c1nn(-c2ccc(F)cc2)ccc1=O)c1ccc(Cl)cc1,-3%,-1%,-20,0%,6%,?,-1.3,i
Cc1ccc(C2CN=NC23CCc2ccccc2C3=O)cc1 (stereo not drawn),2%,-12%[57.5 µM],-1,11%,13%,?,-1.7,i
COc1cc(C(=O)NCCc2ccc3c(c2)OCCO3)ccc1OCC(=O)N1CCOCC1,-6%,i,6,-1%,6%,-12,0.0,i
COc1ccc(NC(=O)CSc2nnc(CNc3ccc(F)cc3)o2)c(OC)c1,-26%,-24%,14,5%,3%,4,-1.9,i
CC(C)CC(=O)N=Nc1c(O)[nH]c2ccccc12,0%,-6%,13,21%,9%,6,-2.0,i

# Limited to DRD3 antagonist, CCT chaperon mod and MmCpn inh (5 entries from above):
canonical_smiles | DRD3 antagonist | CCT chaperon mod | MmCpn inh
COc1cccc(-c2cnc3c(NC(C)=O)cc(-c4cc(F)ccc4OC)cn23)c1 | -14 | 0.3 | nt
O=C(O)c1c2c(nc3ccc(Cl)cc13)CCC2 | 15 | -3.2 | 0%
COc1cc(/C=C2/SC(=O)NC2=O)ccc1OC(=O)c1ccco1 | -20 | -2.0 | -6%
CCOCCCNC(=O)c1cc(-c2ccc(Br)s2)nc2ccccc12 | 3 | -5.9 | ?
Cc1ccc(C(=O)Nc2ccc(CN3CCS(=O)(=O)CC3)cc2)cc1C | 20 | 0.0 | -1%

# (continued)
SMILES,MmCpn inh,PTHR1 ag,DRD3 agonist,EPAC2 antagonist,EPAC2 ag,DRD3 antagonist,CCT chaperon mod,Akt phos inh
N#Cc1c(F)cccc1N1CCC(C#N)CC1,-1%,i,-13,-2%,10%,-2,-0.5,i
CCC(=O)Nc1ccc(S(=O)(=O)c2ccc(NC(=O)CC)cc2)cc1,-5%,i,3,1%,5%,-15,-1.9,i
C#CCNC(=O)C[C@@H]1C[C@@]2(C(=O)OC)CCCCC=C2N(Cc2ccc3c(c2)OCO3)C1=O,nt,-15%,-11,-7%,2%,7,nt,i
Cc1nc(N2CCN(c3ccccn3)CC2)c2c(C)c(C(=O)Nc3ccc(F)cc3Cl)sc2n1,?,-35%[inhibitor],1,-10%,20%,24,-1.1,i
O=C1CCNc2c(Cl)cccc21,-2%,i,4,1%,9%,-13,2.2,i
O=C(CSC1=Nc2ccccc2C2=NC(CC(=O)N3CCN(c4ccccc4)CC3)C(=O)N12)NCC1CCCO1 (stereo not drawn),-2%,-20%,-1,4%,-4%,1,-4.2,i
CCOC(=O)Cc1cnc(NC(=O)CSc2nc(C(C)C)cc(=O)[nH]2)s1,-13%,12%,-1,-3%,3%,-5,0.8,i
CC(OC(=O)CC(NC(=O)c1ccccc1Cl)c1ccccc1)C(=O)Nc1cccc(Cl)c1Cl (stereo not drawn),1%,-4%,4,-4%,7%,-6,-0.6,i
COc1cc(C(=O)OCC(=O)NCCN2C(=O)CSC2=O)ccc1OCc1c(C)noc1C,-7%,3%,-10,3%,8%,7,-1.0,i
CCCn1c(SCC(=O)NC2CCCCC2)nnc1C1CC1,3%,-27%,-9,-2%,-1%,-4,-2.1,i
Cc1ccccc1Cn1cc(NC(=O)CSc2nc3c(c(C(F)(F)F)n2)CCc2ccccc2-3)cn1,-5%,i,7,-5%,-4%,7,-0.5,i
Cc1cccc(N2CC(C(=O)NCc3ccco3)CC2=O)c1C (stereo not drawn),-1%,i,-5,-2%,9%,21,-3.3,i
CCCc1cc(N2CCC(C(N)=O)CC2)nc(-c2ccccc2)n1,-29%,i,0,-9%,7%,3,-3.3,i
CC(C)CC#Cc1ccc2c(c1)O[C@H](CN(C)C(=O)Cc1ccncc1)[C@H](C)CN([C@H](C)CO)S2(=O)=O,nt,-9%,-7,-6%,13%,-16,-2.6,i
Cc1ccc(CNC(=O)C2CCCN(S(=O)(=O)c3c(C)noc3/C=C/N(C)C)C2)cc1 (stereo not drawn),-21%,7%,0,-9%,17%,-19,-2.3,i
CC(=O)N1CCN(Cc2nc3cc(NC(=O)c4cccs4)ccc3n2C)CC1,-3%,i,0,3%,8%,-6,1.3,i
Cc1ccc(-c2ccc(C(=O)NCc3ccccc3)o2)c2ccccc12,-20%,i,18,-11%,8%,16,-0.3,i
CCCCC(CC)Cn1c(O)c(/C=C2\C=NN=C2c2ccccc2)sc1=S (stereo not drawn),-1%,i,-8,-9%,-3%,-17,0.6,i
Cc1ccc(S(=O)(=O)N2CCN(Cc3cccnc3)CC2)cc1,-4%,i,3,-2%,5%,-7,-1.6,i
CNC(=O)/C=C1\NC(C)(C)Cc2ccccc21,-1%,-22%,5,9%,6%,-9,-2.2,i

# Structural class: those above with a thiophene ring, fused or not
SMILES,MmCpn inh,PTHR1 ag,DRD3 agonist,EPAC2 antagonist,EPAC2 ag,DRD3 antagonist,CCT chaperon mod,Akt phos inh
CCOCCCNC(=O)c1cc(-c2ccc(Br)s2)nc2ccccc12,?,i,6,0%,-8%,3,-5.9,i
Cc1nc(N2CCN(c3ccccn3)CC2)c2c(C)c(C(=O)Nc3ccc(F)cc3Cl)sc2n1,?,-35%[inhibitor],1,-10%,20%,24,-1.1,i
CC(=O)N1CCN(Cc2nc3cc(NC(=O)c4cccs4)ccc3n2C)CC1,-3%,i,0,3%,8%,-6,1.3,i

# Taken from the entries so far for reference:
SMILES,MmCpn inh,PTHR1 ag,DRD3 agonist,EPAC2 antagonist,EPAC2 ag,DRD3 antagonist,CCT chaperon mod,Akt phos inh
N#Cc1c(F)cccc1N1CCC(C#N)CC1,-1%,i,-13,-2%,10%,-2,-0.5,i
CCC(=O)Nc1ccc(S(=O)(=O)c2ccc(NC(=O)CC)cc2)cc1,-5%,i,3,1%,5%,-15,-1.9,i

# Later entries:
SMILES,MmCpn inh,PTHR1 ag,DRD3 agonist,EPAC2 antagonist,EPAC2 ag,DRD3 antagonist,CCT chaperon mod,Akt phos inh
O=C(COC(=O)c1ccc(Br)o1)NCC1CCCCC1,-1%,-4%,-1,8%,4%,20,0.2,i
CN(C)S(=O)(=O)c1ccc2c(c1)c(=O)c(C(=O)NCCCN1CCCCCC1)cn2C,0%,-8%,-3,1%,5%,15,1.3,i
CSc1nc(NCCCO)c2c3c(sc2n1)CN(C)CC3,-2%,-22%,-13,5%,5%,?,1.1,i
C[C@H](NC(=O)Cc1cccc2ccccc12)C(=O)N1CCCN(C)CC1,-1%,i,2,5%,4%,4,0.7,i
Cc1noc(C)c1COc1ccc(C(=O)OCC(=O)NC(=O)C2COc3ccccc3O2)cc1 (stereo not drawn),-1%,-3%,4,-5%,12%,56,-0.5,i
CCOc1cc(-c2conc2N)cc(OCC)c1OCC,1%,-9%,12,4%,6%,8,2.2,i
Cc1ccsc1C(=O)N1CCCC(CO)(Cc2ccccc2F)C1 (stereo not drawn),1%,i,2,2%,-2%,-9,-0.7,i
COc1ccc(C(=O)N2N=C(c3cccc(OC)c3)CC2(O)C(F)(F)F)cc1 (stereo not drawn),-2%,-10%,-3,-21%,5%,9,-3.2,i
O=C(Nc1ccc(OCc2ccccc2)cc1)c1cccnc1,1%,i,6,1%,6%,6,-2.1,i
O=C(NCc1cccnc1)Nc1ccc(Cl)c(Cl)c1,-2%,-31%[inhibitor],-12,-5%,0%,-10,0.9,i
CC1CCC2(CC1)NC(=S)N(C(C)(C)C)N2 (stereo not drawn),-3%,i,2,-4%,-6%,6,-1.3,i
O=S(=O)(Nc1ccc(-c2csc(-c3ccccc3)n2)cc1)c1ccc(F)cc1,-14%,-3%,6,-1%,14%,-10,-0.2,i
CCCC(=O)Nc1cc(=O)[nH]c2ncnn12,0%,7%[57.5 µM],-2,15%,1%,15,1.3,i

# Screening results as filed in PubChem.
